PREPL inhibitor: PREPL enzyme inhibitors, primary screen, biochemical, fluorescence polarization. Prolyl endopeptidase-like (Homo sapiens), Q4J6C6. recombinant PREPL, fluorescence polarization activity-based probe. inhibition, % at 5.96 µM. hit rate 0.68% among 320,000; in the data active = inhibition above about 43%;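 note: 0% = enzyme with DMSO and 100% = wells lacking enzyme; many of its hits are not listed in these tables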
Target sequence (Q4J6C6 whole entry, looked up): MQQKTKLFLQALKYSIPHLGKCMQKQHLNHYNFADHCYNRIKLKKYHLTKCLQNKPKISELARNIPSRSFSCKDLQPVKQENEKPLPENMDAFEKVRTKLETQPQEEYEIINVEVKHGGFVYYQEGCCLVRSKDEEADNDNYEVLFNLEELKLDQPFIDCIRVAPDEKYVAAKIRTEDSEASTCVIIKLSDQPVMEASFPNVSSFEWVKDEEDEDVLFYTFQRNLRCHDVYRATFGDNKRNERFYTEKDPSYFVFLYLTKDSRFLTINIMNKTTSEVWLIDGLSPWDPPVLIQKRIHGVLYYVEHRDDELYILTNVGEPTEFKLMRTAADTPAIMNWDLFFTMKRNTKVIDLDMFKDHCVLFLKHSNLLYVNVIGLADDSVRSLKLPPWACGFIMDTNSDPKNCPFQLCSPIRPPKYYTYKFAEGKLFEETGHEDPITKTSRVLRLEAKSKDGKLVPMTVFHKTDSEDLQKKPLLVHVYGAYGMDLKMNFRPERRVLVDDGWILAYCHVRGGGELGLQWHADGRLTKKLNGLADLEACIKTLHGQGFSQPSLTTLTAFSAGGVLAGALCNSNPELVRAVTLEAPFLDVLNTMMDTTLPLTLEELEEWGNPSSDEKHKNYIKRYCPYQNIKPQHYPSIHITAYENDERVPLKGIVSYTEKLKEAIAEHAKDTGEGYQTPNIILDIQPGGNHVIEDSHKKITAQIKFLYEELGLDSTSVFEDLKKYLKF
EBNA-1 inh: EBNA-1 DNA-binding inhibitors, primary screen, biochemical, fluorescence polarization | hit rate 0.34% among 300,000 | inhibition, % at 14.8 µM; in the data active = inhibition above about 28%
PAFAH2 FP inh: PAFAH2 enzyme inhibitors, primary screen, biochemical, fluorescence polarization, human | Platelet-activating factor acetylhydrolase 2, cytoplasmic (Homo sapiens), Q99487 | AID 492956, 2010 | hit rate 0.99% among 340,000 | recombinant PAFAH2, FP-rhodamine activity probe | inhibition, % at 3.39 µM;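 active = inhibition above the mean over all tested compounds plus 3 SD, cut at about 30% in these data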;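 note: inhibitors block probe labeling of enzyme so polarization drops; 0% = enzyme with DMSO and 100% = wells lacking PAFAH2 protein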
PAFAH1B3 inh: PAFAH1B3 enzyme inhibitors, primary screen, biochemical, fluorescence polarization, human; AID 492972, 2010; Platelet-activating factor acetylhydrolase IB subunit alpha1 (Homo sapiens), Q15102; hit rate 0.28% among 340,000; recombinant PAFAH1B3, FP-rhodamine probe; inhibition, % at 3.39 µM;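 active = inhibition above the screen-wide average of all tested compounds plus 3 SD, cut at about 25% in these data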;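 note: 0% = enzyme with DMSO only and 100% = wells lacking PAFAH1B3 protein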
GSTO1 inh: inhibitors of recombinant GSTO1, primary screen, counter-screen for RBBP9 inhibitor project, biochemical, fluorescence polarization | Glutathione S-transferase omega-1 (Homo sapiens), P78417 | activity-based probe fluorescence polarization | inhibition, % at 5.96 µM | hit rate 1.1% among 300,000;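 active = inhibition above the campaign mean inhibition plus 3 SD, cut at about 35% in these data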;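 note: 0% = GSTO1-1 with DMSO and 100% = wells lacking GSTO1-1 enzyme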
PAD4 FP inh: human PAD4 inhibitors, primary screen, biochemical, fluorescence polarization, 1536-well format; Protein-arginine deiminase type-4 (Homo sapiens), Q9UM07; recombinant PAD4, RCA probe fluorescence polarization; inhibition, % at 6.36 µM; hit rate 0.41% among 330,000; AID 485272, 2010;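 active = percent inhibition above a cutoff equal to the mean of all tested compounds plus 3 SD, cut at about 15% in these data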;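 note: 0% = PAD4 with RCA probe and DMSO and 100% = probe without PAD4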
LYPLA2 counter: LYPLA2 inhibitors, primary screen, counter-screen for PME1 inhibitor project, biochemical, fluorescence polarization, FP-Rh probe ABPP. recombinant LYPLA2. inhibition, % at 5.9 µM. hit rate 0.38% among 320,000. AID 2177, 2009;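 active = inhibition above the screen-wide mean plus 3 SD, limit set per campaign, cut at about 26% in these data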;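 note: 0% = LYPLA2 with DMSO and 100% = wells lacking LYPLA2 enzyme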
Target sequence (O95372 whole entry, looked up): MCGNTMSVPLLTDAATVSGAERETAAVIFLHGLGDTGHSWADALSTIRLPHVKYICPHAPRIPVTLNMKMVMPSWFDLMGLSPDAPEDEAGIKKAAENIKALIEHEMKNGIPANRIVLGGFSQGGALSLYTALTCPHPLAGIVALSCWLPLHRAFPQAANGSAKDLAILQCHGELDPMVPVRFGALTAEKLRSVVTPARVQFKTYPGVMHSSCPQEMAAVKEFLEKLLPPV
ZTA DNA inh: counter-screen for EBNA-1 inhibitors: inhibitors of Epstein-Barr virus ZTA | inhibition, % at 11 µM | P03206 | ZTA-DNA binding, fluorescence polarization | hit rate 0.15% among 320,000; in the data active = inhibition above about 33%
LYPLA1 inh: LYPLA1 inhibitors, primary screen, counter-screen for PME1 inhibitor project, biochemical, fluorescence polarization, FP-Rh probe ABPP; recombinant LYPLA1; inhibition, % at 5.9 µM; hit rate 0.16% among 320,000;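 active = inhibition above the mean of all tested compounds plus 3 SD, set per campaign, cut at about 14% in these data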;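 note: inhibitors block serine hydrolase probe labeling of LYPLA1 so polarization falls; 0% = enzyme with DMSO and 100% = wells lacking LYPLA1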
* = called active by the depositor; . = not tested or not shown. Not all compounds are listed. The share of hits here may be higher or lower than overall.

molecule	ZTA DNA inh	LYPLA2 counter	PREPL inhibitor	EBNA-1 inh	LYPLA1 inh	PAFAH2 FP inh	PAD4 FP inh	PAFAH1B3 inh	GSTO1 inh
CCN(CC)c1ccc(CNc2nnnn2C)cc1	3	10	5	7	3	-1	-7	1	6
COc1ccc(-c2nc3ncccc3n2O)cc1	-8	-1	-7	0	2	6	2	1	1
S=C(Nc1ccccc1)Nc1nc2ccccc2n1CCOc1ccc(Br)cc1	-2	-3	-44	8	-5	6	-6	4	-32
COc1ccc2c(c1)[nH]c1c(=O)n(/N=C/c3ccc(OC)c(COc4ccccn4)c3)cnc12	-3	1	27	0	-2	-4	2	3	-6
COc1cccc(C(=O)NCC2CCCN2S(=O)(=O)c2ccccc2)c1 (configuration not stated)	-3	-6	7	-6	-3	1	1	2	5
NNc1nc2c(Cl)c(Cl)ccc2s1	0	6	33	-8	-2	6	-4	5	-4
NS(=O)(=O)c1ccc(CCNC(=O)CNC(=O)c2ccccc2Br)cc1	5	-4	6	-1	1	3	0	6	4
O=C(O)c1cc(C(=O)O)cc(N2C(=O)CSC2=S)c1	2	-4	6	8	1	-10	-1	3	3
C/C(Cc1ccccc1)=N\NC(=O)c1cccnc1	-6	-7	8	4	-1	-1	-1	-4	3
COCCN(C(C)=O)c1nnc(-c2cnccn2)s1	0	7	2	-5	2	-1	-4	10	-1
O=C(CSc1nc(-c2ccccc2)cc(=O)[nH]1)NCc1ccc2c(c1)OCO2	12	-3	-2	5	-1	1	-1	10	2
CCOC(=O)CSC1=C(C#N)C(=O)NC(c2ccc(OC)c(OC)c2)S1 (configuration not stated)	-1	5	2	-7	3	-4	-3	4	-2
Cc1cc(C(=O)CN2CC(C)OC(C)C2)c(C)n1-c1ccccc1 (configuration not stated)	0	-4	-2	-4	1	2	3	5	-8
CC(=O)Nc1ccc(S(=O)(=O)N2CCN(C(=O)N3CCOCC3)CC2)cc1	-11	6	-10	4	1	10	-4	4	1
Cc1[nH]n(-c2ccccc2)c(=O)c1N=Nc1ccc(C#N)cc1	-5	-2	-8	-13	0	-1	2	8	-1

New compounds follow.
molecule	ZTA DNA inh	LYPLA2 counter	PREPL inhibitor	EBNA-1 inh	LYPLA1 inh	PAFAH2 FP inh	PAD4 FP inh	PAFAH1B3 inh	GSTO1 inh
O=C(c1ccc([N+](=O)[O-])s1)N1CCc2ccccc21	-4	-4	6	-18	0	2	-4	13	0
COc1ccc(NC(=O)C2CC(=O)N/C(=N/N=C/c3ccccc3)S2)cc1 (configuration not stated)	8	3	6	8	-1	12	-3	0	6
COc1ccc(-c2ccc(/C=C(\NC(=O)c3ccccc3)C(=O)N3CCOCC3)o2)cc1	-24	-9	18	-6	1	10	-8	1	7
C#CCOc1ccc2c3c(c(=O)oc2c1)CCCC3	-11	-4	0	-2	-3	0	2	4	-5
Cc1nc2ccccc2c(=O)n1/N=C/c1ccccc1OC(F)F	20	-4	-6	11	-3	-3	2	5	1
COc1ccc(-n2cnnc2SCC(=O)Nc2ccc(N3CCOCC3)cc2)cc1	11	4	12	-5	0	9	-3	2	2
CCCCN1CCNC[C@H]1Cc1ccc(O)cc1	-11	7	0	-3	0	-6	8	-4	8
O=C(/C=C/c1ccco1)NC(=S)Nc1cc(-c2nc3ccccc3s2)ccc1Cl	6	-11	1	7	-9	-8	-1	-24	-6
COc1ccccc1Nc1nc(N)nc(CSc2nncn2C)n1	8	3	11	-2	1	-10	-3	-7	3
Cc1cccc(N(CC(N)=O)C2SC(=O)NC2=O)c1 (configuration not stated)	7	10	3	4	6	4	-3	11	2
O=C(Nc1ccc(S(=O)(=O)N2CCCC2)cc1)C1COc2ccccc2O1 (configuration not stated)	4	-4	5	-5	-2	-3	0	8	2
CC(=O)c1c(C)nc(-c2ccc(OCC(=O)Nc3ccccc3)cc2)n1O	-7	6	9	2	0	7	1	9	21
Cc1ccc(NC(=O)COC(=O)C(CC(C)C)N2C(=O)C3CC=CCC3C2=O)c(C)c1 (configuration not stated)	-4	1	0	-1	-3	1	-2	4	2
CS(=O)(=O)N(CC(=O)O)c1cccc(Cl)c1	5	2	-1	-14	2	0	3	13	-2
CC(=O)NC(=O)NC1CSCC1OC(C)=O (configuration not stated)	0	1	6	0	-3	-4	-3	7	-1

Complete entries, looked up by structure. Values in the order: ZTA DNA inh	LYPLA2 counter	PREPL inhibitor	EBNA-1 inh	LYPLA1 inh	PAFAH2 FP inh	PAD4 FP inh	PAFAH1B3 inh	GSTO1 inh
C#CCOc1ccc2c3c(c(=O)oc2c1)CCCC3 as listed: -11	-4	0	-2	-3	0	2	4	-5
CC(=O)NC(=O)NC1CSCC1OC(C)=O (configuration not stated) as listed: 0	1	6	0	-3	-4	-3	7	-1

Later entries
molecule	ZTA DNA inh	LYPLA2 counter	PREPL inhibitor	EBNA-1 inh	LYPLA1 inh	PAFAH2 FP inh	PAD4 FP inh	PAFAH1B3 inh	GSTO1 inh
CC[n+]1ccccc1/C=C/Nc1ccccc1	-3	1	4	-10	0	10	-3	-2	-1
Cc1cccc(OCCNc2nc3c(c(=O)n(C)c(=O)n3C)n2C)c1	-4	4	8	6	0	0	0	-10	5
CCC[C@H]1COCCS(=O)(=O)N1Cc1ccccc1	8	-5	-1	-10	0	5	1	7	2
CCOc1cc(/C=N/NC(=O)c2ccc(O)cc2)ccc1Oc1nc(Cl)ncc1F	1	-26	-23	0	-16	-18	-7	-1	-14
O=C(NC1CCCC1)C(c1ccco1)N(C(=O)c1ccco1)c1ccccc1 (configuration not stated)	3	-5	7	-4	1	12	2	2	-5
COc1cccc(C2NC(=O)NC(C)=C2C(=O)Nc2cc(OC)ccc2OC)c1 (configuration not stated)	0	4	14	-3	-3	-7	1	7	8
O=c1c2ccccc2[nH]c(=S)n1CCC1=CCCCC1	4	-2	8	-21	3	-9	-5	-8	-2
O=C(O)c1cccc2c1C(=O)c1cc(Br)ccc1S2(=O)=O	6	-4	2	.	2	7	-1	22	.
CC(=O)c1cccc(NC(=S)N2CCN(CCN3C(=O)c4cccc5cccc(c45)C3=O)CC2)c1	-3	4	6	34*	-2	-13	0	3	-11
CN(Cc1nc2ccccc2n1C)S(C)(=O)=O	0	1	-3	-6	-1	-1	1	11	-6
CS(=O)(=O)N(CC(=O)NCCSc1ccccc1)c1ccc2c(c1)OCO2	-1	1	-7	1	-4	6	0	4	6
COc1ccc(C2CC(c3cccs3)=NN2C(=O)CSc2nncn2C)cc1OC (configuration not stated)	10	3	11	-4	-2	8	-4	4	5
CC(Sc1nnc(-c2cccnc2)n1C)C(=O)N1CCOCC1 (configuration not stated)	2	15	16	2	4	-12	1	5	16
Cn1c(SCC2CCCO2)nnc1-c1ccncc1 (configuration not stated)	-2	4	7	5	2	7	-1	2	-7
CN(CC1CCCO1)S(=O)(=O)c1ccc(C(=O)N2CCN(c3ccccc3)CC2)cc1 (configuration not stated)	5	7	0	8	1	7	1	7	-1

Remaining list, next part:
molecule	ZTA DNA inh	LYPLA2 counter	PREPL inhibitor	EBNA-1 inh	LYPLA1 inh	PAFAH2 FP inh	PAD4 FP inh	PAFAH1B3 inh	GSTO1 inh
O=C(CSc1nc(-c2ccccc2)cc(=O)[nH]1)Nc1ccc(Br)cc1	1	-2	4	-17	-3	-3	1	0	-3
CCN(CC)CCn1c(-c2ccc(C)cc2)nc(=S)c2c1CC(C)(C)OC2	7	-1	0	3	2	1	-2	4	4
COc1ccc(S(=O)(=O)N2CCOCC2)cc1NC(=O)CN1C(=O)NC2(CCCC2)C1=O	-1	6	4	.	2	-1	-5	2	.
O=C(CN1CCC(NC(=O)c2ccccc2)CC1)NCc1ccccc1F	2	4	-5	5	0	4	1	2	4
CC(Oc1ccc(Cl)cc1)c1ccnc(N)n1 (configuration not stated)	1	3	-10	0	-2	-3	-3	-1	5
Cc1oc(-c2ccc(Cl)cc2)nc1CS(=O)CC(=O)NC1CC1 (configuration not stated)	4	-9	-10	7	-4	7	-3	6	-9
Cc1ccc(-c2ccnc3cc(C)nn23)cc1	13	1	2	8	-1	3	-1	-4	1
COC(=O)c1ccc(C23CC4(C2)[C@H](CN(C)[C@@H]4c2ccccc2)C3c2ccc(Cl)nc2)cc1 (some centres not stated)	-7	2	-30	-7	-1	5	-4	-1	9
COc1ccc(NC(=O)N2CCCC(C(=O)Nc3cccc(C)c3C)C2)cc1 (configuration not stated)	12	-6	17	-6	-1	-2	1	1	-7
CC(C)C(NC(=O)c1c(F)cccc1F)C(=O)N1CCN(c2ncccn2)CC1 (configuration not stated)	.	.	2	.	.	4	-1	14	.
Cc1cc(C)cc(NC(=O)Oc2ccccc2N2CCCCC2)c1	0	-4	-14	-1	1	-1	0	7	-1
N#CCCN(C(=O)COC(=O)c1ccc2c(c1)NC(=O)CS2)c1ccc2c(c1)OCCO2	-11	0	-8	-7	2	-6	0	-3	-6
O=C(CNC(=O)c1ccco1)NCC(=O)OCc1cccc(Cl)c1	-22	8	8	-6	4	-11	9	2	6
CCN1CCC(NC(=O)Nc2cc(Cl)ccc2OC)CC1	-9	-11	-3	3	-1	-4	2	7	3
CC(=O)c1cccc(NC(=O)CSCc2ccc(Br)cc2)c1	-8	-1	-10	-1	0	-3	-3	-4	5

The results go on:
molecule	ZTA DNA inh	LYPLA2 counter	PREPL inhibitor	EBNA-1 inh	LYPLA1 inh	PAFAH2 FP inh	PAD4 FP inh	PAFAH1B3 inh	GSTO1 inh
CC(=O)COc1cc(C)cc2oc(=O)c(C)c(C)c12	2	3	13	-1	1	8	-2	14	6
Cc1nc(NC(=O)c2ccccc2)sc1-c1csc(Nc2ccc(Cl)cc2Cl)n1	8	-23	3	14	-22	.	-9	.	0
Cc1ccc(C(=O)COC(=O)C(C)N2C(=O)C3C4C=CC(C4)C3C2=O)cc1 (configuration not stated)	-16	2	0	9	1	3	-5	4	1
CCOC(=O)c1cc(-c2ccccc2)sc1NC(=O)CC	-7	9	19	-1	-5	-13	1	1	14
O=C(COc1cc2oc(=O)c3c(c2cc1Cl)CCC3)NCc1ccccn1	-4	-6	10	-1	1	-9	8	5	0
Cc1cc(C)cc(OCCNC(=O)CCc2ccccc2)c1	-22	3	-4	-7	0	8	1	12	-1
CCOc1cc2ccccc2cc1C(=O)Nc1ccccn1	15	0	-9	-6	-2	3	2	9	7
Cc1ccc(/C=C/C(=O)Nc2ccc(Oc3ccccc3)cc2)o1	16	-20	3	-6	-10	-1	2	2	-5
O=C(NCCN1CCOCC1)c1cc2cc([N+](=O)[O-])ccc2s1	-15	3	-1	-5	-2	0	0	-5	-2
CCN(C(=O)COc1nc(C)cc(C)c1C#N)c1ccccc1	-2	3	2	7	4	-2	-2	6	1
Cc1nc(Nc2ccc3c(c2)OCCO3)c2nnn(Cc3ccccc3Cl)c2n1	-4	-3	20	10	-8	-10	-3	5	7
CC(=O)Nc1ccc(S(=O)(=O)N(C)CC(=O)OCC(=O)Nc2cc(C)on2)cc1	0	-2	-2	.	-3	0	-1	2	.
CCOc1ccc(C(=O)CCC(=O)NC(C)C(=O)OC)cc1 (configuration not stated)	-10	7	-6	-3	3	2	3	2	-2
CCOC(=O)N/N=C/c1cn(Cc2ccccc2Cl)c2ccccc12	7	-3	13	8	-3	2	-1	1	0
N=C(c1ccc([N+](=O)[O-])cc1)N1CCCCC1	8	2	1	-8	-3	2	1	-2	0
CC(C)NC(=O)c1ccc(Cl)cc1Cl	0	-6	-8	6	1	8	1	8	-5
Cc1ccc(NC(=O)c2cccnc2)cc1S(=O)(=O)N1CCOCC1	7	-1	-3	3	-2	2	-8	9	7
